High-throughput results from PubChem BioAssay.
GalR3 antagonist = human GalR3 antagonism. O60755. HEK293 GalR3-CNG cAMP membrane potential fluorescence; galR3 body fused to GalR1 C-terminus. inhibition, % at 3 µM. 0.44% of 360,000 active;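 active = inhibition above the screen-wide average plus 3 SD, cut at about 13% in these data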;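 also: forskolin and galanin both at EC90 stimulate the cells; cAMP rise reported by CNG channel membrane potential dye signal; 0% = forskolin plus galanin with DMSO and 100% = forskolin alone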
Target sequence (O60755 1-299 limits assumed): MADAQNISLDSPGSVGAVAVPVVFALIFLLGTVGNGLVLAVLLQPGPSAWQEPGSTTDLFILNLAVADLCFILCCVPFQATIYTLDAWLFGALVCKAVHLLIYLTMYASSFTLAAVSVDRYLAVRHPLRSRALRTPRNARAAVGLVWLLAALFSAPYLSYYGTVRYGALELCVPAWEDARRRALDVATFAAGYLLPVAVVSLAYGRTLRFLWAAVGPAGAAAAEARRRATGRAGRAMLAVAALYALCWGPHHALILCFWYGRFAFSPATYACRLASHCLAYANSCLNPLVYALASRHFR
CRFBP-R2 agonist = agonists of human CRF-binding protein/CRF-R2 receptor complex. activation, % at 13.2 µM. 0.46% of 350,000 active. HEK293 CRF-R2/CRF-BP, calcium dye fluorescence (FLIPR); percent of saturating CRF peptide response;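 active = activation of at least 50%, plus an integration ratio under a set limit after plate pattern correction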;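 also: plate controls were neutral control wells without compound for no effect and CRF at EC100 for full effect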
CRFBP-R2 block = antagonists of CRF-binding protein/CRF-R2 receptor complex; inhibition, % at 11.8 µM; 0.59% of 350,000 active; HEK293 CRF-R2/CRF-BP, CRF-induced calcium fluorescence;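 active = inhibition of the ligand-induced calcium signal above about 50% at the single tested concentration, limit read from the data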
An asterisk follows results filed as active. Some of the compounds tested. The share of hits here may be higher or lower than overall.

SMILES	GalR3 antagonist	CRFBP-R2 agonist	CRFBP-R2 block
Cc1cc(C)n(CC(=O)Nc2ccc3c(c2)OCO3)c(=O)c1C#N	-2	-1.6	-2
CCc1ccccc1Nc1nc(N)nc(COC(=O)CCNS(=O)(=O)c2ccccc2)n1	-2	0.1	-6
COC(=O)c1cc(C(=O)OCC(=O)NC(=O)NCc2ccccc2)cc([N+](=O)[O-])c1	2	0.7	-4
O=C(NCC1CCCO1)c1ccccc1NS(=O)(=O)c1cccc([N+](=O)[O-])c1 (centres undefined)	-1	-1.6	12
O=C(NC(=S)N1CCCC(O)C1)c1ccco1 (centres undefined)	-5	-0.7	-6
CCCCCC(=O)Nc1cc(S(=O)(=O)N2CCOCC2)ccc1Oc1ccc(OCC)cc1	-4	2.2	12
O=C(C[C@@H]1C/C=C/CCCC(=O)O[C@H](c2ccccc2)CNC1=O)N[C@H](CO)Cc1ccccc1	6	-1.5	4
CCN(CC)C(=O)[C@H]1C[C@H](CC(=O)NC(C)(C)C)C(=O)N2CCc3c([nH]c4cc(CCC(=O)N(C)C)ccc34)[C@]12C	-1	-2.2	13
O=C(Nc1ccc(S(=O)(=O)N2CCCC2)cc1)C1CCN(S(=O)(=O)c2ccc(F)cc2)CC1	2	4.5	-5
Cc1cc(C)c(OCC(=O)NCC(c2ccco2)N2CCCCC2)c(C)c1 (centres undefined)	-6	1.9	-12
Cn1cccc1C(=O)OCc1cc(-c2ccco2)on1	-6	-5.8	20
CCCC(NCC(=O)Nc1cc(S(=O)(=O)N2CCOCC2)ccc1OC)c1ccccc1 (centres undefined)	-9	-0.8	17
Cc1cc(OCC(=O)OCC(=O)c2c(N)n(C)c(=O)n(C)c2=O)ccc1Cl	-4	-1.8	18
CC(Sc1ncn[nH]1)C(=O)Nc1ccc(Cl)cn1 (centres undefined)	-3	-1.1	14
O=C(NCCCc1ccccc1)c1c(O)nc2sccn2c1=O	-4	-0.3	-8
c1ccc(-c2cncnc2)cc1	-7	-0.3	-2
CCCCc1nnc(NC(=O)c2oc3ccccc3c2C)s1	-2	-0.2	5
CCCCN(C(=O)C(C)N1C(=O)c2ccccc2C1=O)c1c(N)n(CC(C)C)c(=O)[nH]c1=O (centres undefined)	-7	2.2	-10
N#Cc1ccc(C(=O)OCCCc2cc3ccccc3c(=O)o2)cc1	-3	-2.2	13
Nc1ccc(N=Nc2ccc(O)cc2)c(N)n1	-4	-6.1	-5
CCN(C(=O)CSc1nnc(-c2cccc(F)c2)n1N)c1c(N)n(Cc2ccccc2)c(=O)[nH]c1=O	0	2.4	-15
CCCCNC(=O)COn1nnc2ccc(S(=O)(=O)N3CCOCC3)cc21	-3	-0.4	3
CCCN(CC(=O)Nc1ccccc1C)C(=O)c1sc2ccccc2c1Cl	-5	-1.9	-24
CCN(CC)C(=O)N1CCN(c2c([N+](=O)[O-])c(=O)oc3ccccc23)CC1	-7	-3.0	8
O=C(Cn1sc2ccccc2c1=O)Nc1ccc(F)cc1	-8	-0.8	-3
Cc1cccc(NC(=O)CNC(=O)c2ccc3c(c2)OCO3)n1	-2	1.3	-1
CCCCn1c(N)c(N(CCC(C)C)C(=O)C2CC(=O)N(CCc3ccc(OC)c(OC)c3)C2)c(=O)[nH]c1=O (centres undefined)	-2	6.0	12
CCN1C(=O)[C@H]2[C@H]3CN=C(SCc4ccc(Cl)cc4)N3[C@@](Cc3ccccc3)(C(=O)OC)[C@H]2C1=O	-6	4.8	1
O=C(OCCOCn1cc(Br)c(=O)[nH]c1=O)c1ccccc1	3	-0.9	5
O=S(=O)(NCc1ccc(F)cc1)c1ccccc1Br	-1	-2.2	15
CCCOC(=O)c1ccc(NC(=O)COC(=O)C2CCN(c3ccc(C(F)(F)F)cn3)CC2)cc1	-4	9.8	-7
COc1cccc(-c2n[nH]nc2C2=CC(=O)C[C@H](c3ccc(F)cc3)C2)c1	6	1.1	0
O=C(NCCS(=O)(=O)NCc1cccnc1)c1ccccc1	-1	1.5	-2
C#CCOCCOCCOCCNc1nc(N2CCN(C(=O)[C@H](C(C)C)n3cc(CCO)nn3)CC2)nc(N2CCN(C(=O)[C@H]([C@@H](C)CC)n3cc(CCC(=O)O)nn3)CC2)n1	-1	-5.6	27
O=C(NCCCN1CCCC1=O)c1cccc(S(=O)(=O)Nc2ccc(F)cc2)c1	-6	0.9	-5
O=C(COC(=O)c1cc(=O)[nH]c2ccccc12)Nc1ccc(Cl)cn1	-3	-2.3	-8
C/C=C(/CCC1NCCc2c1[nH]c1ccccc21)[Si](C)(C)C (centres undefined)	-5	3.6	-29
COc1cc(C2c3cc4c(cc3OC(NNC(N)=O)C2C)OCO4)cc(OC)c1OC (centres undefined)	3	0.8	11
COc1ccc(NC(=O)CN(C)C(=O)CN2C(=O)NC3(CCCC3)C2=O)cc1	2	3.4	-8
Cc1cc(S(=O)(=O)Nc2ccc(C(=O)NCc3ccncc3)cc2)ccc1F	-4	5.2	-3
Cc1nn(CC(=O)Nc2ccc3c(c2)CCC3)c(C)c1[N+](=O)[O-]	-1	-3.4	-8
C[C@@H]1CN([C@H](C)CO)C(=O)Cc2cc(NC(=O)CCC(F)(F)F)ccc2O[C@@H]1CN(C)C(=O)Nc1ccccc1	-2	1.0	-8
CC(OC(=O)CNC(=O)c1cccc(F)c1)C(=O)NC1CCCCC1C (centres undefined)	-6	1.7	13
Cc1cccc(NC(=O)CNC(=O)CSc2ncccn2)c1C	-5	-2.8	-6
Cc1ccc(S(=O)(=O)N2CCOCC2)cc1NC(=O)COC(=O)c1cnccn1	-3	-0.1	4
COc1cc(S(=O)(=O)Nc2ccccc2C(=O)N2CCCC2)ccc1NC(C)=O	-7	1.4	-2
CCCCn1c(N)c(N(CC(C)C)C(=O)CSCc2c(C)noc2C)c(=O)[nH]c1=O	1	-0.4	21
COCCN(C(=O)COC(=O)c1cnc(C)cn1)c1c(N)n(Cc2ccccc2)c(=O)[nH]c1=O	-3	1.1	-10
O=C(OCc1c(-c2ccccc2)ncc2ccccc12)c1ccc(C(F)(F)F)cc1	-4	3.2	2
Cc1ccc2nc(SCC(=O)c3ccccc3)nc(=O)n2c1	1	-0.8	2
C=CCNc1oc(-c2cccc(Cl)c2)nc1C#N	-8	-0.7	-6
Cc1nn(-c2ccc(C(=O)N3CCN(S(=O)(=O)c4ccccc4C(F)(F)F)CC3)cc2)c(C)c1Cl	-7	-1.7	-2
CCc1ccccc1NC(=O)CN(C)C(=O)c1cccc(S(=O)(=O)N2CCCCCC2)c1	-9	-1.4	7
COc1ccc(C(=O)NCCS(=O)(=O)N2CCC3(CC2)OCCO3)cc1	0	-1.9	-7
Nc1ccn(CC(=O)NCc2ccccn2)c(=O)n1	-5	0.6	9
Cc1ccc(S(=O)(=O)CCC(=O)OC(C)C(=O)N2CCc3ccccc32)cc1 (centres undefined)	-2	1.0	0
CCc1ccc([C@@H]2CC=C(C(=O)O)[C@H](c3ccc(Br)cc3)N2S(=O)(=O)c2ccc(C)cc2)cc1	-5	15	43
Cc1csc2nc(COC(=O)c3cccc(N(C)C)c3)cc(=O)n12	2	1.2	-2
COc1cc(OC)c(NC(=O)C2CC(=O)N(c3ccc4c(c3)OCCO4)C2)cc1Cl (centres undefined)	-5	-1.1	4
Clc1ccccc1CNCc1ccc2c(c1)OCO2	-6	5.8	14

Ordered by formula weight (falling): 16 of the compounds above.
SMILES	GalR3 antagonist	CRFBP-R2 agonist	CRFBP-R2 block
C[C@@H]1CN([C@H](C)CO)C(=O)Cc2cc(NC(=O)CCC(F)(F)F)ccc2O[C@@H]1CN(C)C(=O)Nc1ccccc1	-2	1.0	-8
CCc1ccc([C@@H]2CC=C(C(=O)O)[C@H](c3ccc(Br)cc3)N2S(=O)(=O)c2ccc(C)cc2)cc1	-5	15	43
Cc1nn(-c2ccc(C(=O)N3CCN(S(=O)(=O)c4ccccc4C(F)(F)F)CC3)cc2)c(C)c1Cl	-7	-1.7	-2
CCc1ccccc1NC(=O)CN(C)C(=O)c1cccc(S(=O)(=O)N2CCCCCC2)c1	-9	-1.4	7
CCCCn1c(N)c(N(CC(C)C)C(=O)CSCc2c(C)noc2C)c(=O)[nH]c1=O	1	-0.4	21
COc1cc(OC)c(NC(=O)C2CC(=O)N(c3ccc4c(c3)OCCO4)C2)cc1Cl (centres undefined)	-5	-1.1	4
COc1cc(S(=O)(=O)Nc2ccccc2C(=O)N2CCCC2)ccc1NC(C)=O	-7	1.4	-2
O=C(OCc1c(-c2ccccc2)ncc2ccccc12)c1ccc(C(F)(F)F)cc1	-4	3.2	2
Cc1ccc(S(=O)(=O)CCC(=O)OC(C)C(=O)N2CCc3ccccc32)cc1 (centres undefined)	-2	1.0	0
COc1ccc(C(=O)NCCS(=O)(=O)N2CCC3(CC2)OCCO3)cc1	0	-1.9	-7
CC(OC(=O)CNC(=O)c1cccc(F)c1)C(=O)NC1CCCCC1C (centres undefined)	-6	1.7	13
Cc1cccc(NC(=O)CNC(=O)CSc2ncccn2)c1C	-5	-2.8	-6
Cc1ccc2nc(SCC(=O)c3ccccc3)nc(=O)n2c1	1	-0.8	2
Clc1ccccc1CNCc1ccc2c(c1)OCO2	-6	5.8	14
C=CCNc1oc(-c2cccc(Cl)c2)nc1C#N	-8	-0.7	-6
Nc1ccn(CC(=O)NCc2ccccn2)c(=O)n1	-5	0.6	9

(next part)
SMILES	GalR3 antagonist	CRFBP-R2 agonist	CRFBP-R2 block
CCN(CC(=O)Nc1c(F)cccc1F)C(=O)c1ccc(S(=O)(=O)N(CC)c2ccccc2)cc1	-1	-1.8	12
O=C(COc1ccc(Cl)cc1Cl)N1CCNC1=O	2	-2.5	21
Cc1[nH]c(SCC(=O)Nc2cc(S(C)(=O)=O)ccc2Cl)nc1Cc1ccccc1	-1	1.0	1
O=C(COC(=O)Cn1cnc2ccccc21)Nc1ccc(OC(F)F)cc1	-3	-2.0	-1
O=C(CN1C(=O)NC2(CCCC2)C1=O)N1CCN(S(=O)(=O)c2cc(Cl)ccc2Cl)CC1	2	0.9	-1
COc1ccc(CN(C)C(=O)Cc2ccc(S(=O)(=O)N3CCOCC3)s2)cc1OC	-2	0.2	4
COCCN(C(=O)COC(=O)c1cc(C)n(-c2ccccc2)c1C)c1c(N)n(Cc2ccccc2)c(=O)[nH]c1=O	-7	-1.0	-5
Cc1ccc(-n2nnnc2SCC(=O)c2c(N)n(C3CC3)c(=O)[nH]c2=O)cc1	-3	0.5	-11
COc1ccc(C)cc1N1CC(C(=O)Nc2ccccc2N2CCCCC2)CC1=O (centres undefined)	-2	-2.0	4
C[C@H](CO)N1C[C@H](C)[C@@H](CN(C)C(=O)Nc2ccc3c(c2)OCO3)Oc2ccc(NC(=O)Cc3ccccc3)cc2C1=O	3	-0.9	0
CSC[C@H]1CN(CCc2ccccc2)C(=O)[C@@H]1CC(=O)Nc1ccc(Br)cc1	-6	2.7	-5
COc1ccccc1N(CC(=O)Nc1ccccc1C(F)(F)F)S(=O)(=O)c1cccs1	-6	3.4	1
O=C(N=Nc1c(O)[nH]c2ccc(Br)cc12)c1ccco1	-5	7.9	11
CCN(CC(=O)Nc1ccc(NC(C)=O)cc1)C(=O)c1ccccc1SCC(=O)N1CCCC1	-1	0.6	-7
CCOc1ccc2nc(SCC(=O)NCC3CCCO3)sc2c1 (centres undefined)	-2	-2.9	0
Cn1ncc2c(NCCO)nc(Cl)nc21	-2	-0.1	0
COC/C=C/C1=CC(=O)C[C@H](c2ccc3c(c2)OCO3)C1	9	-1.4	-12
COc1ccc(S(=O)(=O)N2CCOCC2)cc1NC(=O)CN1C(=O)NC2(CCC(C)CC2)C1=O (centres undefined)	-8	-0.5	-5
CCCCn1c(N)c(N(CCOC)C(=O)c2sc3cc(F)ccc3c2Cl)c(=O)[nH]c1=O	0	0.0	8
C[C@@H]1CN([C@@H](C)CO)C(=O)c2cc(Br)cnc2O[C@@H]1CN(C)Cc1cncnc1	-3	-0.2	4
O=C(Cc1c(F)cccc1Cl)N1CCN(S(=O)(=O)c2cccs2)CC1	-3	-0.6	-5
C[C@H]1CN(C2CCCCC2)C(=O)[C@@H]1CC(=O)Nc1ccccc1	-7	-1.9	-12
Cc1noc(C)c1COc1ccccc1C(=O)NCc1ccccc1Cl	-8	-0.1	6
Cc1noc(C)c1S(=O)(=O)N(C)C[C@H]1OCc2cnnn2CCCC(=O)N([C@H](C)CO)C[C@H]1C	-2	-0.2	-4
CC(C)C(C)N(Cc1cccc(C(=O)O)c1)C(=O)c1ccc2ccccc2n1 (centres undefined)	-5	-1.8	-4
CCN(CC)C(=O)c1[nH]cnc1C(=O)N[C@@H](C)c1ccccc1	7	1.4	-2
Cc1nnc(SCC(=O)N2CCN(C(=O)c3ccco3)CC2)n1C	-6	1.0	0
COc1ccc(C(=O)COc2ccc(C(C)=O)cc2OC)cc1OC	5	5.2	-1
Cc1cccc(C)c1NC(=O)CN(C)C(=O)[C@H](C)NC(=O)c1ccco1	-7	0.7	-2
O=C1C=C(C2CCCCC2)C(=O)c2ccccc21	-5	-0.5	-32
CCCC(O)(c1ccccc1)C(c1ccccc1)c1ccccn1 (centres undefined)	-6	-1.9	29
COc1ccc(NC(=O)Cc2csc(NC(=O)Nc3ccccc3OC)n2)c(OC)c1	-3	-0.1	7
CC[C@]12c3[nH]c4ccccc4c3CCN1C(=O)C(CC(=O)NCCC1=CCCCC1)C[C@@H]2C(=O)N1CCN(C(=O)c2ccco2)CC1 (some centres undefined)	-2	-2.6	-14
Cc1cc(Nc2ccc(C)c(C)c2)n2ncnc2n1	-4	-2.0	3
O=C(NCCCN1CCCC1=O)c1cccc(S(=O)(=O)NCc2ccccc2)c1	2	0.1	7
